Menin-MLL TR inh: menin-MLL binding inhibition, Texas Red mutant peptide. AID 1768. O00255. Menin + Texas Red MLL mutant peptide, fluorescence polarization. 0.23% of 270,000 active. Potency, µM (titrated, usually from 61.6 µM), for the others: at the top dose FP activity change, negative = inhibition, most hits filed as inhibitors; active = well fitted inhibition curve with a large enough effect in the polarisation, with a control signal flat, not every such curve was filed as active; inconclusive = small, poorly fitted or top-dose-only effect, or effect the other way, or a change in a side signal; inactive = no such curve, though single readings can be large or run the other way; the % refers to the polarisation; note: % of control where 0% means no effect; many of its hits are not listed in these tables
Target sequence (O00255 whole entry, looked up): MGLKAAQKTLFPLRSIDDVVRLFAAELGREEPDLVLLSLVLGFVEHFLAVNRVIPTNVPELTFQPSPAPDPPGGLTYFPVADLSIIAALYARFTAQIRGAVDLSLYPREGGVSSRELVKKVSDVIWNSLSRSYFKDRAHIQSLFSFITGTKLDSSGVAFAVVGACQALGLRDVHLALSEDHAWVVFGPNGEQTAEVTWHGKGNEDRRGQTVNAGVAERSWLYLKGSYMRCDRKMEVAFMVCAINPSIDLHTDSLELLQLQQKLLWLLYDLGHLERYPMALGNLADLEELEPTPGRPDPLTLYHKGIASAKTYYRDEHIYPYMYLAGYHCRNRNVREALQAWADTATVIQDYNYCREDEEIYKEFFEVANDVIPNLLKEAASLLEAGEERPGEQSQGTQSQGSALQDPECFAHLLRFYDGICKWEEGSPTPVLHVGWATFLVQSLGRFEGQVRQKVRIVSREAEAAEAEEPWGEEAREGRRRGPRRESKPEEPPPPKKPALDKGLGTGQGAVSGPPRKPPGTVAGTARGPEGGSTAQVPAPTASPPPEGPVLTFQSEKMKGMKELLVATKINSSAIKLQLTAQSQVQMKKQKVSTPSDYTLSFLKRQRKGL
PKM2 act: increases activity of human pyruvate kinase M2 | Potency, µM (doses to about 57.5 µM), inactives show at the highest dose activation, hits mostly activators | 0.34% of 260,000 active | purified PKM2, Kinase-Glo ATP luminescence, activation; response scale: 0% is enzyme alone, no compound | P14618; active = well fitted activation curve with a large enough effect; inconclusive = small, poorly fitted or top-dose-only effect; inactive = no such curve, though single readings can be large or run the other way; note: % is set by controls: 0 for no effect and ±100 for the full control effect; nearly all actives have a fitted effect of over 55% in size
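ATP formation by purified human PK-M2, quantified via coupled luciferase luminescence after 1 h at room temperature with 0.1 mM ADP and 0.5 mM PEP final.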
Numbers without * were called inactive; ? = inconclusive; & = joins results of further samples; [ ] = remark or other dose. Potency is the fitted concentration of half-maximal effect. Not all compounds are listed; the hit share may differ from the screen's.

Compound,Menin-MLL TR inh,PKM2 act
CCCCNc1nc(C)nc2c1nc(-c1ccccc1)n2CCN(C)C,3%,0%
COCCNc1nc(C)nc2c1nc(-c1ccccc1)n2C1CCN(Cc2ccccc2)C1 (stereo not given),-23%,-3%
CCC/C=C(\CCC)C(NS(=O)(=O)c1ccc(Cl)cc1)c1ccccc1 (stereo not given),-2%,2%
CCCC/C=C/C(NC(=O)Oc1cccc(C(F)(F)F)c1)c1ccccc1 (stereo not given),-7%,2%
CC#CCN1c2ccccc2[C@]23C[C@@H](C(=O)OC)N(S(=O)(=O)c4ccc(C)cc4)C2=NC(C(=O)OC)=C(C(=O)OC)[C@H]13,-15%[11.7 µM],-3%[11.5 µM]
CCCCc1nc2c(c3c1C[C@H](C)OC3)CN(C(=O)NCCCC(=O)OCC)CC2,0%[11.7 µM],-9%[11.5 µM]
C[C@@H](C(=O)N[C@@H](CO)Cc1ccccc1)[C@@H]1C[C@@]1(C)[C@@H](NC(=O)OCc1ccccc1)c1ccccc1,-13%,-11%
COC(=O)c1ccc(C(NC(=O)OCc2ccccc2)/C(=C/[C@@H](C)C(=O)NCc2ccc(OC)c(OC)c2)c2cccnc2)cc1 (stereo not given in full),13%,4%
Cc1nc(N2CCOCC2)c2nc(-c3ccccc3)n(CCCN3CCOCC3)c2n1,-2%,0%
COCC(=O)N1CCc2nc(-c3ccc(OC)cc3C)c3c(c2C1)CO[C@@H](c1ccccc1)C3,-7%[11.7 µM],-8%[11.5 µM]
COC(=O)[C@@]1(Cc2ccc(OC)cc2)[C@H]2c3cc(C(=O)N4CCCC4)n(Cc4nc5ccccc5[nH]4)c3C[C@H]2CN1C(=O)c1ccccc1,-3%,10%
Cc1nc(N2CCOCC2)c2nc(-c3ccccc3)n(CC(C)(C)CN(C)C)c2n1,-8%,-8%
COCCN(CCOC)c1nc(C)nc2c1nc(-c1ccccc1)n2CCN1CCCC1,-4%,-10%
CN(C)C(=O)[C@H]1C[C@@H]1[C@H](NC(=O)OCc1ccccc1)c1ccccc1,-2%,-2%
OB(O)c1ccc(Cl)s1,23%,3%

Additional structures follow:
Compound,Menin-MLL TR inh,PKM2 act
COC(=O)[C@@]1(Cc2ccc(F)cc2)[C@H]2c3cc(C(=O)N4CCCC4)n(Cc4ccc(C)c(F)c4F)c3C[C@H]2CN1C(=O)c1ccccc1,-2%,-12%
CCCn1c(C)nc2c(NCCN3CCOCC3)nc(C)nc21,6%,0%
COC(=O)[C@@]1(Cc2ccc(OC)cc2)[C@H]2c3cc(C(=O)N(C)C)n(CCF)c3C[C@H]2CN1C(=O)c1ccccc1,-2%,6%
COCC(=O)N1CCc2nc(COc3ccccc3)c3c(c2C1)CO[C@@H](C)C3,-6%[11.7 µM],-14%[11.5 µM]
CCCn1c(-c2ccc(F)cc2)nc2c(NC(C)CCCN(CC)CC)nc(C)nc21 (stereo not given),-19%,-10%
COC(=O)[C@@]1(Cc2ccc(OC)cc2)[C@H]2c3cc(C(=O)N(C)C)n(CCO)c3C[C@H]2CN1C(=O)c1ccccc1,-21%,-2%
COC(=O)CNC(=O)[C@@]1(C)C=C[C@@H](Cc2ccccc2)N1C(C)=O,-8%,-1%
COc1ccc(NC(=O)N2CCc3nc(-c4ccc(OC)cc4C)c4c(c3C2)CO[C@@H](c2ccccc2)C4)cc1,-21%[11.7 µM],0%[11.5 µM]
C[C@@H](C(=O)Cc1ccc2ccccc2c1)[C@@H]1C[C@@]1(C)[C@@H](NP(=O)(c1ccccc1)c1ccccc1)c1ccccc1,-4%,-1%
COC(=O)[C@@]1(Cc2ccc(F)cc2)[C@H]2c3cc(C(=O)N(C)C)n(Cc4ccsc4Br)c3C[C@H]2CN1C(=O)c1ccccc1,7%,-8%
COC(=O)[C@@]1(Cc2ccccc2)[C@H]2c3cc(C(=O)N4CCCC4)n(Cc4ccccc4)c3C[C@H]2CN1C(=O)c1ccccc1,?,-2%
C[C@@H](C(=O)Nc1ccc2ccccc2c1)[C@@H]1C[C@@]1(C)[C@@H](NS(=O)(=O)c1ccc2ccccc2c1)c1ccccc1,?,-13%
CCCn1c(C)nc2c(NCCN(C(C)C)C(C)C)nc(C)nc21,-1%,-2%
CC(=O)N1[C@H](Cc2ccccc2)C=C[C@]1(C)C(=O)O,-6%,22%
CC(=O)N(O)[C@@H]1c2cc(C#N)ccc2OC(C)(C)[C@H]1O,5%,3%

Other compounds:
Compound,Menin-MLL TR inh,PKM2 act
CCCCNc1nc(C)nc2c1nc(-c1ccccc1)n2CCCN(CC)CC,-6%,3%
CCCC/C=C/C(NC(=O)c1ccccc1)c1ccccc1 (stereo not given),-1%,2%
CCCCc1nc2c(c3c1C[C@H](C)OC3)CN(C(=O)Cc1cccc(OC)c1)CC2,-9%[11.7 µM],-2%[11.5 µM]
CC(C)c1cccc2nc3c(c([Si](C)(C)C(C)(C)C)c12)Cn1c-3cccc1=O,1%,-8%
COC(=O)CC1c2ccccc2C=C(C)N1C(=O)OC (stereo not given),-11%,-5%[11.5 µM]
Cc1nc(NC2CCCCC2)c2nc(-c3ccccc3)n(C(C)CN(C)C)c2n1 (stereo not given),-19%,7%
COCCn1c(C(=O)N2CCCC2)cc2c1C[C@H]1CN(C(=O)c3ccccc3)[C@@](Cc3ccc(OC)cc3)(C(=O)OC)[C@@H]21,-10%,0%
COC(=O)[C@@]1(Cc2ccc(F)cc2)[C@H]2c3cc(C(=O)N4CCCC4)n(CC4CC4)c3C[C@H]2CN1C(=O)c1ccccc1,-12%,-11%
COC(=O)[C@@H]1C[C@H]1[C@@H](NS(=O)(=O)c1ccc2ccccc2c1)c1ccccc1,11%,21%
COC(=O)c1ccc(C(NC(=O)OCc2ccccc2)/C(F)=C/[C@@H](C)C(=O)NCCO)cc1 (stereo not given in full),-2%,1%
CCCn1c(C)nc2c(NC(C)CN(C)C)nc(C)nc21 (stereo not given),12%,-1%
COC(=O)C1=C(C(=O)OC)[C@@H]2N(Cc3ccccc3)c3ccccc3[C@@]23C[C@@H](C(=O)OC)N(S(=O)(=O)c2ccc(C)cc2)C3=N1,-8%[11.7 µM],-12%[11.5 µM]
CCN(CC)CCn1c(-c2ccccc2)nc2c(N3CCOCC3)nc(C)nc21,-1%,-1%
CCCC[C@@H]1C[C@H]1C(NC(=O)c1ccco1)c1ccc(-c2ccccc2)cc1 (stereo not given in full),9%,-1%
CCCC[C@@H]1C[C@H]1C(NC(=O)c1ccco1)c1ccc(C(=O)OC)cc1 (stereo not given in full),21%,-1%

Taken from above.
For Menin-MLL TR inh, `COC(=O)[C@@]1(Cc2ccc(F)cc2)[C@H]2c3cc(C(=O)N4CCCC4)n(CC4CC4)c3C[C@H]2CN1C(=O)c1ccccc1` shows -12%
For Menin-MLL TR inh, `COCCn1c(C(=O)N2CCCC2)cc2c1C[C@H]1CN(C(=O)c3ccccc3)[C@@](Cc3ccc(OC)cc3)(C(=O)OC)[C@@H]21` shows -10%

(next part)
Compound,Menin-MLL TR inh,PKM2 act
CCCn1c(C)nc2c(NCCCN3CCCCC3C)nc(C)nc21 (stereo not given),7%,-1%
C[C@H]1Cc2c(COc3ccccc3)nc3c(c2CO1)CN(C(=O)Cc1cccs1)CC3,-6%[11.7 µM],-2%[11.5 µM]
CCC/C=C(\CCC)C(NS(C)(=O)=O)c1ccccc1 (stereo not given),-1%,0%
COC(=O)N1CC=CC1(C)C(=O)O (stereo not given),13%,-6%
COC(=O)N1C2CC3(C)CC(=O)CC1(C)C3c1ccccc12 (stereo not given),1%[11.7 µM],-10%[11.5 µM]
O=C(O)[C@H]1CN(C/C=C/P(=O)(O)O)CCN1,7%&1%,9%
COCCN=C1OC(=O)N2C(=O)C3=C4C(C[C@H]5C(=O)N(c6ccccc6)C(=O)[C@H]5[C@H]4[C@@]12Cc1ccccc1)[C@H]1C(=O)N(c2ccccc2)C(=O)[C@H]1[C@H]3C (stereo not given in full),17%,1%
COC(=O)c1ccc(C(NC(=O)OCc2ccccc2)/C(=C/[C@@H](C)C(=O)NCc2cccnc2)c2cccnc2)cc1 (stereo not given in full),-13%,-5%
CC#CCN1c2ccccc2[C@]23C[C@@H](C(=O)OC)N(S(=O)(=O)c4c(C)noc4C)C2=NC(C(=O)OC)=C(C(=O)OC)[C@H]13,-3%[11.7 µM],4%[11.5 µM]
CCC1=C2CC[C@H]3C(=O)N(c4ccccc4)C(=O)[C@H]3[C@H]2[C@@]2(C)C(=O)N(Cc3ccccc3)C(=O)N2C1=O,-5%,0%
CCN(CC)CCCC(C)n1c(-c2ccccc2)nc2c(NCCOC)nc(C)nc21 (stereo not given),-1%,-2%
COC(=O)c1ccc(C(NC(=O)OCc2ccccc2)/C(=C/[C@@H](C)C(=O)NCc2ccccc2)c2cccnc2)cc1 (stereo not given in full),-4%,0%
C[C@H](NC(=O)N1CCc2nc(COc3ccccc3)c3c(c2C1)CO[C@@H](C)C3)c1ccccc1,-11%[11.7 µM],5%[11.5 µM]
CC1(OC(=O)c2cnc3ccccc3n2)C(=O)C=C2C=C3CCCN3C=C2C1=O (stereo not given),-10%[11.7 µM],-1%[11.5 µM]
OB(O)c1cc2ccccc2s1,10%,0%

The results go on:
Compound,Menin-MLL TR inh,PKM2 act
COC(=O)[C@@]1(Cc2ccccc2)[C@H]2c3cc(C(=O)N(C)C)n(C[C@H](O)CO)c3C[C@H]2CN1C(=O)c1ccccc1,-4%,0%
C=CC1=C2C=C(C3CC3)N(C(CO)CO)C=C2C(=O)C(C)(OC(=O)c2ccco2)C1=O (stereo not given),-17%[11.7 µM],-2%[11.5 µM]
COC(=O)c1ccc(C(NC(=O)OCc2ccccc2)/C(C)=C/[C@@H](C)C(=O)NCc2cc(F)cc(F)c2)cc1 (stereo not given in full),-18%,-3%
COC(=O)[C@@]1(Cc2ccc(OC)cc2)[C@H]2c3cc(C(=O)N4CCCC4)n(CCc4ccc(O)c(O)c4)c3C[C@H]2CN1C(=O)c1ccccc1,-10%,?
CCC[C@@H]1C[C@@]1(CCC)C(NC(=O)c1ccccc1)c1cccc(Cl)c1 (stereo not given in full),-4%,0%
COC(=O)N1C(C)=Cc2ccccc2C1CC(C)=O (stereo not given),-8%,2%&-9%[11.5 µM]
COCCN(CCOC)c1nc(C)nc2c1nc(-c1ccccc1)n2CCCN1CCCCC1C (stereo not given),-18%,-1%
O=C(CCCc1ccc(-c2ccccc2F)cc1)Nc1ccc(O)cc1,?,-1%
COC(=O)C1=C(C(=O)OC)[C@@H]2N(C)c3ccccc3[C@@]23C[C@@H](C(=O)OC)N(S(=O)(=O)c2c(C)noc2C)C3=N1,-16%[11.7 µM],-5%[11.5 µM]
COC(=O)[C@@H]1[C@@H](C)N(CCc2cc(OC)c(OC)c(OC)c2)C(=O)N[C@H]1c1ccccc1,-13%[11.7 µM],-9%[11.5 µM]
COC(=O)c1ccc(C(NC(=O)OCc2ccccc2)/C(=C/[C@@H](C)C(=O)NCc2cc(C)n(C)n2)c2cccnc2)cc1 (stereo not given in full),15%,-10%
O=C1C=CC(=O)C2=C1C1c3ccccc3C2c2ccccc21,?,-49%
CCCCCCN(C(=O)CCCCCN1C(=O)NC(c2ccc3ccccc3c2)C(C(=O)OCc2ccccc2)=C1C)C(C(=O)NCCCC)c1ccc(OCC(=O)OC)c(C(=O)OC)c1 (stereo not given),-13%,3%
Cc1nc(NCc2ccccc2)c2nc(-c3ccccc3)n(C3CCN(Cc4ccccc4)C3)c2n1 (stereo not given),-17%,3%
COC(=O)C(C(=O)OC)C1c2ccccc2C=C(C)N1C(=O)OC (stereo not given),-12%[11.7 µM],-5%[11.5 µM]

Going on with the list:
Compound,Menin-MLL TR inh,PKM2 act
CCCCS(=O)(=O)N1C2=NC(C(=O)OC)=C(C(=O)OC)[C@@H]3N(C)c4ccccc4[C@]23C[C@H]1C(=O)OC,-2%[11.7 µM],-7%[11.5 µM]
CCCCNc1nc(C)nc2c1nc(-c1ccccc1)n2CCCN(C)C,-1%,3%
CC#CCN1c2ccccc2[C@]23C[C@@H](C(=O)OC)N(C(=O)COCc4ccccc4)C2=NC(C(=O)OC)=C(C(=O)OC)[C@H]13,-10%[11.7 µM],-3%[11.5 µM]
CCCn1c(-c2ccc(F)cc2)nc2c(NCCN(C)C)nc(C)nc21,-17%,-32%
COCCNc1nc(C)nc2c1nc(-c1ccccc1)n2CCN(C)C,-7%,-1%
CC(C)c1cccc2nc3c(c(C(C)(C)C)c12)Cn1c-3cccc1=O,-2%,1%
CNC(=O)[C@H](C)/C=C(\c1cccnc1)C(NC(=O)OCc1ccccc1)c1ccc(C(=O)OC)cc1 (stereo not given in full),7%,-2%

Whole records from above.
`CCCn1c(-c2ccc(F)cc2)nc2c(NCCN(C)C)nc(C)nc21` in the list: Menin-MLL TR inh: -17%; PKM2 act: -32%
`CC#CCN1c2ccccc2[C@]23C[C@@H](C(=O)OC)N(C(=O)COCc4ccccc4)C2=NC(C(=O)OC)=C(C(=O)OC)[C@H]13` in the list: Menin-MLL TR inh: -10%[11.7 µM]; PKM2 act: -3%[11.5 µM]
`CC(C)c1cccc2nc3c(c(C(C)(C)C)c12)Cn1c-3cccc1=O` in the list: Menin-MLL TR inh: -2%; PKM2 act: 1%

Bioassay records: PubChem BioAssay, National Center for Advancing Translational Sciences (NCATS)
